Source: PubChem (Fisher Drug Discovery Resource Center)
mcGAS RapidFire: inhibitors of mouse cGAS | inhibition, % at 12.5 µM | recombinant mouse cGAS, cGAMP by RapidFire MS | AID 1259397 | actives 0.18% (n = 130,000);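 active = inhibition of cGAS enzyme activity at or above 60%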;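 also: enzyme stimulated by 45 bp dsDNA with ATP and GTP substrates; cGAMP share of summed cGAMP plus half ATP and half GTP signals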
Target sequence (Q8C6L5 whole entry, looked up): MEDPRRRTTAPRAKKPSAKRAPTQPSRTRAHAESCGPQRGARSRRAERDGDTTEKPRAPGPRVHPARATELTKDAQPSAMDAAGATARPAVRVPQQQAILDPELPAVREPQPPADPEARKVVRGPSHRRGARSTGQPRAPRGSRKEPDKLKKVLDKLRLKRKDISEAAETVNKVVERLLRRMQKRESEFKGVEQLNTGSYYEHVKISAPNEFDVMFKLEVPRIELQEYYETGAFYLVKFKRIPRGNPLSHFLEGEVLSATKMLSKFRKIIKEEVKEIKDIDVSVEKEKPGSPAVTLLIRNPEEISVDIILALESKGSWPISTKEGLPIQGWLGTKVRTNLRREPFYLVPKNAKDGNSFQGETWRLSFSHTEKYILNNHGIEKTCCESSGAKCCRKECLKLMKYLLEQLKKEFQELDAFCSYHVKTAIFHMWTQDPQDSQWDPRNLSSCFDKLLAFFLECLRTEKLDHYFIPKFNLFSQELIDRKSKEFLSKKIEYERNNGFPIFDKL
* marks the source's active call; other numbers are inactive results; & = joins results of further samples. These rows are one share of the data (hit frequency here may not be typical).

SMILES	mcGAS RapidFire
CC(NC(=O)C1(c2ccc(Cl)cc2)CCC1)c1cnn(C)c1 (configuration not stated)	-36.2
CN(CCS(=O)c1ccccc1)CC1CCCCO1 (configuration not stated)	-10.2
CCCOc1ccc(NC(N)=Nc2nc(C)cc(C)n2)cc1	-7.7
CCc1ccc(C2COCCN2C(=O)Cc2c(C)noc2Cl)o1 (configuration not stated)	-3.2
CC(Cn1cncn1)NCc1cn(C)nc1-c1ccc(C2CCCCC2)cc1 (configuration not stated)	-10.0
CC(C)c1ccc(CNC(C)(C)CO)cc1	-0.7
CCN(CC)c1ccc(C2NC(=O)NC(C)=C2C(=O)OCC2CCCO2)cc1 (configuration not stated)	-7.7
Cc1nc(N)ncc1-c1nnnn1-c1ccc(F)cc1	2.2
Cc1cc(NS(=O)(=O)C(F)(F)F)ccc1C(=O)NC(C)C(C)(C)C (configuration not stated)	3.3
O=c1c2ccccc2nc2c3ccccc3c(NN=Cc3cccs3)nn12	-10.5
COc1ccccc1-c1cccc(C(=O)N[C@H]2COC[C@@H]2OC)c1	-8.5&6.3
Cc1cc(C)c(C)c(S(=O)(=O)NCC(C)C(=O)OC(C)C)c1C (configuration not stated)	-3.9
CC(C)OC(=O)c1cc(NC(=O)C2(Cn3ccnc3)CC2)ccc1Cl	-10.5
COc1ccc(-c2cc(NCc3cccnc3)nc3[nH]ccc23)cn1	-6.6
CCOC(=O)C1=CNc2nncn2C1(O)C(F)(F)F (configuration not stated)	-8.0&0.8
CCCC(C)c1nc(C(N)=O)c2[nH]c(=O)n(-c3ccc(OC)c(OC)c3)c2n1 (configuration not stated)	-5.2
O=c1cc(O)c2sc(Nc3ccc(F)cc3)nc2[nH]1	-3.8
CC(=O)Nc1cncc(-c2ccc(CN(C)C)cc2)n1	-1.1
Cn1ccnc1SCC(=O)c1ccccc1	19.3
CN1CCc2c(sc(N=Cc3cc(Cl)cc(Br)c3O)c2C(=O)OC(C)(C)C)C1	2.5
COc1ccc(S(=O)(=O)NC(=O)C2(C)CCN2C(=O)Cc2ccccc2Cl)cc1 (configuration not stated)	-2.5
CN(C)CC(C)(C)CNC(=O)c1c2c(nc3cc(Br)ccc13)CCCC2	-8.9
O=C(NCc1ccc2c(c1)OCO2)c1nn(-c2ccc(F)cc2)c2c1CCC2	3.7
Cc1c(Cl)cccc1NC(=O)Cn1cnc2nc(N3CCOCC3)ncc2c1=O	-0.9
CCC1CN(C(=O)c2c[nH]c(C)cc2=O)CCC(=O)N1Cc1ccccc1 (configuration not stated)	-2.5
Next part:
SMILES	mcGAS RapidFire
CCCCC1(C)OC(=O)C(=Cc2ccc(OCc3ccc4c(c3)OCO4)c(OC)c2)C(=O)O1 (configuration not stated)	-9.4
C=CCn1ccnc1C(O)(c1c[nH]c2ccccc12)C(F)(F)F (configuration not stated)	-17.1
CC(C1CC1)N(C)C(=O)C1Cc2ccccc2S1 (configuration not stated)	-2.2
COc1ccccc1/C=C/C=C1\N=C(c2ccccc2OC)OC1=O	-12.7
CCOC(=O)C1(C)CCN1C(=O)c1cccc(C)c1C (configuration not stated)	-2.8
Fc1ccccc1-c1n[nH]c2c1CN(Cc1cccn1-c1nccs1)CC2	-2.7
CCN1CCN2CCCN(C(=O)/C=C/c3cn(Cc4ccccc4)nn3)C2C1=O (configuration not stated)	-0.2
Cc1ccc(Nc2nc(N3CCN(c4ccccc4)CC3)nc3nccnc23)c(C)c1	-10.1
COCCCN1CCC(CNC2CCSCC2)C1 (configuration not stated)	-7.8
Cc1cccc(C(=O)NCc2cccnc2N2CCOCC2)n1	-9.8
Nc1cnc(-c2csc3ccccc23)cn1	4.5
O=C(CN1CCN(CCOc2cccc(Br)c2)CC1)N1CCCCC1	-8.7
O=C(CSc1nnc(N2CCCC2)s1)Nc1ccc(Cl)cn1	0.1
CCCCN(C)c1nc(C)nc2c1sc1nc3c(cc12)COC(C)(C)C3	-21.3
Cc1csc2[n+]1-c1ccccc1N(C(=O)Nc1ccccc1)CC2	-5.5
Cc1ccc(C2CSCCN2C(=O)C2CC2(Cl)Cl)o1 (configuration not stated)	0.9
Nc1ccc2oc(-c3cccnc3)nc2c1	-14.9
Cn1cc(CN(C(=O)c2ccccc2N2CCOCC2)C2CC2)cn1	-21.1
Cc1cc(-n2cccn2)ccc1-c1nccn1CCc1cnc[nH]1	-47.2
O=c1oc2ccc(Br)cc2cc1-c1csc(Nc2cccc(F)c2)n1	0.6
CSCc1ccc(C(=O)NC(c2cccnc2)c2cc(C)ccc2C)o1 (configuration not stated)	-6.9
CCNC(=O)C1(C)CCN1CCC(=O)c1ccc(Br)cc1 (configuration not stated)	-3.8
COc1ccc(C(CC(=O)N2CCN(c3ccncc3)CC2)c2ccccc2)cc1 (configuration not stated)	-10.4
O=[N+]([O-])c1cc2c(cc1C=NNS(=O)(=O)c1ccc(Br)cc1)OCO2	-14.9
COc1ccc(OC)c(Nc2nn3c(=O)c4cc5c(cc4nc3s2)OCO5)c1	2.3
Other structures
SMILES	mcGAS RapidFire
COC(=O)N(C)c1ccc(NC(C)c2ccccc2F)cc1 (configuration not stated)	-4.1
Cc1cnccc1N1CCCN(C2CCN(C(=O)c3ccccc3)CC2)CC1	-34.7
CC(CC(=O)N(CC(=O)Nc1cc(-c2ccccc2)nn1-c1ccccc1)Cc1ccco1)CC(C)(C)C (configuration not stated)	-3.5
CCCc1nc(C(=O)N2CC[C@@](C)(O)[C@@H](CC)C2)cs1	-10.7
CCOc1ccc(SCc2c(C)noc2C)cc1	7.3
Fc1ccccc1N1CCN(Cn2nc(-c3ccncc3)oc2=S)CC1	-22.6
CC1CCC(=NN(c2ccccc2)c2ccccc2)CC1 (configuration not stated)	-3.8
Cc1c(C(=O)NCc2cccc(C(F)(F)F)c2)sc(=O)n1Cc1ccccc1F	-6.7
COc1c[nH]c(C(=O)Nc2cccc(SC)c2)cc1=O	6.4
CN(C1(C)CCS(=O)(=O)C1)S(=O)(=O)c1ccc(C(C)(C)C)cc1 (configuration not stated)	-0.7
O=C(NCc1ccc2ccccc2c1-c1ccccc1)C1(c2ccccc2)CCCCC1	3.7
O=C(c1sccc1-n1cccc1)N1CCN(C2CCS(=O)(=O)C2)CC1 (configuration not stated)	13.9
O=C(CNC(=O)c1ccccc1Cl)OCc1cccc(C(F)(F)F)c1	-2.2
Cc1cccc(-c2nnc(C(C)Oc3ccccc3C#N)o2)c1 (configuration not stated)	-4.1
Cc1ccc(Cn2nnc3c(=O)n(Cc4cc(C)ccc4C)cnc32)cc1	4.0
Cc1ccc(-c2ccnc(N(C)CC3CCCN3C)n2)c(C)n1 (configuration not stated)	-13.3
CCOC(=O)C1(C)CCCCCN1C(=O)c1ccc(N(C)C)cc1 (configuration not stated)	3.8
O=C(OCCn1nc2ccccn2c1=O)c1cnc2ccsc2c1	-9.1
COc1cc(-c2ccc(SC)nn2)cc(OC)c1OC	-10.9
COc1c(C)cc(C(=O)N2CCC3(CC2)NCCNC3=O)cc1C	-11.3
O=C(NC(c1ccc(F)cc1)C1CC1)N1CC2C3CCC(O3)C2C1 (configuration not stated)	-5.2
O=C1N(c2ccccc2)NC(c2ccco2)C12CCCCC2 (configuration not stated)	-36.4
CC1(C)CC(=O)C(=C(O)CCCCC(O)=C2C(=O)CC(C)(C)CC2=O)C(=O)C1	-6.6
CCCC(=O)Nc1cccc(C(=O)NCCc2cn3nc(C)sc3n2)c1	-7.8
CN(Cc1nccs1)C(=O)C1CCC(=O)N(CCCc2ccccc2)C1 (configuration not stated)	-1.9

In a second layout: 2 of the compounds above
SMILES,mcGAS RapidFire
Cc1c(C(=O)NCc2cccc(C(F)(F)F)c2)sc(=O)n1Cc1ccccc1F,-6.7
COc1c[nH]c(C(=O)Nc2cccc(SC)c2)cc1=O,6.4

Random excerpt: 2 entries already listed, in no set order.
SMILES	mcGAS RapidFire
COc1ccc(OC)c(Nc2nn3c(=O)c4cc5c(cc4nc3s2)OCO5)c1	2.3
Cc1csc2[n+]1-c1ccccc1N(C(=O)Nc1ccccc1)CC2	-5.5

Other structures follow:
SMILES	mcGAS RapidFire
OCC1(Cc2cccc(Cl)c2)CCCN(Cc2cccc3cnccc23)C1 (configuration not stated)	-2.7
CCCc1cc(=O)n(CC(=O)Nc2ccc(Cl)c(Cl)c2)cn1	-12.0
CN1[C@H](C(=O)O)C[C@H](C(=O)N2CCOCC2)[C@@H]1c1ccccc1F	-7.1
COc1cc(C(N)=O)cc(I)c1OCc1ccccc1	7.6
c1cc2cc(CNc3nc(NCC4CC4)nc4ccsc34)ccc2o1	6.6
O=C(Nc1ccc(Nc2cc(-n3ccnc3)ncn2)cc1)Nc1ccc2c(c1)OCO2	5.1
CC(Oc1ccc(C#N)cc1)C(=O)NS(=O)(=O)c1ccc(Cl)cc1F (configuration not stated)	-7.7
Cc1ccc(F)c(S(=O)(=O)NC(=O)C2(C)CCN2C(=O)c2ccc(C(F)(F)F)nc2C)c1 (configuration not stated)	-7.4
CNC(=O)C(C)N(C)Cc1nnc(CC2CCNCC2)n1-c1ccccc1 (configuration not stated)	-14.2
CN(Cc1cccc(O)c1)C(=O)Nc1ccc(N(C)C)cc1C(F)(F)F	-3.0
CCOC(=O)c1ccccc1NC(=O)CSc1nc(=O)n2cccc(C)c2n1	0.5
OCC1(Cc2ccccc2)CCN(Cc2nc3ccccc3s2)CC1	-6.5&-1.9
Cc1cc(C(=O)Cn2cnc3sccc3c2=O)c(C)n1C1CC1	-7.9
CCN(CC)c1ccc(NC(=O)c2ccc(Cn3cncn3)cc2)cn1	-25.9
Cn1nnnc1SCCNC(=O)[C@H](N)c1ccccc1	-12.3
CC(C(=O)N1CCC(n2nccc2NC(=O)C(C)(C)C)CC1)N1CCCC1=O (configuration not stated)	-9.6
O=C1CSCN1CC(=O)N1CCC2(CCCCC2)C1	-7.6
Cn1ncc2c(=O)n(CC(=O)NC3CCc4cc(Cl)ccc43)cnc21 (configuration not stated)	-11.9
O=S(=O)(NCCc1ccc(OC(F)F)cc1)c1ccc(Br)cc1	-0.2
Cc1nc2ccc(C(=O)N3CCCC(Nc4ccc(C)c(C)c4)C3)cc2[nH]1 (configuration not stated)	-7.3
O=C(Nc1cccnc1/C=C/c1ccccc1)C1CC1	-10.8
CCCNC(=O)C1(C)CCN(Cc2ccc(-c3ccccc3)o2)C1 (configuration not stated)	9.9
COc1cc(C)n(C(=S)SC)n1	-7.3
CN(C(=O)CNc1cccc(S(=O)(=O)N2CCc3sccc3C2)c1)C1CCCCC1	-3.6
CC(C)C(C(=O)N(C)CC1CCCC1)N1C(=O)c2ccccc2C1=O (configuration not stated)	-3.4

Reprinted from the part before: 6 entries, followed by the next part.
SMILES	mcGAS RapidFire
Cc1nc2ccc(C(=O)N3CCCC(Nc4ccc(C)c(C)c4)C3)cc2[nH]1 (configuration not stated)	-7.3
O=C(Nc1cccnc1/C=C/c1ccccc1)C1CC1	-10.8
CCCNC(=O)C1(C)CCN(Cc2ccc(-c3ccccc3)o2)C1 (configuration not stated)	9.9
COc1cc(C)n(C(=S)SC)n1	-7.3
CN(C(=O)CNc1cccc(S(=O)(=O)N2CCc3sccc3C2)c1)C1CCCCC1	-3.6
CC(C)C(C(=O)N(C)CC1CCCC1)N1C(=O)c2ccccc2C1=O (configuration not stated)	-3.4
CC(=O)NC(C)CC(=O)Nc1cccc(NC(=O)c2cccc(C)c2)c1 (configuration not stated)	-10.1
COc1ncccc1N(C)C(=O)c1cn(Cc2cccc(F)c2)nn1	-0.3
O=C1OC(C(=O)NC2CCSc3ccccc32)Cc2ccccc21 (configuration not stated)	-0.4
C=C(C)Cn1c(=O)c2c(nc3n2CCN3c2ccc(C)c(C)c2)n(C)c1=O	-5.6
CCOC(=O)CN(CC(C)C)C(=O)c1scnc1C	-5.4
C=Cc1ccc(CN2N=C(C(=O)N3CCCC3)S(=O)(=O)c3ccccc32)cc1	0.5
CNCC(=O)Nc1cccc(NC(=O)Cc2ccccc2)c1	-2.6
CN(Cc1cccc(C(=O)Nc2ccc3c(c2)CCC3=O)c1)Cc1ccno1	-9.9
COc1ccccc1CCC(=O)N1CCC(O)(CN(C)C)C1 (configuration not stated)	-16.8
CN1CC(=O)N2CCN(C/C=C/c3ccc(F)cc3)CC2C1=O (configuration not stated)	-1.9
CCN(CC)C(=O)COc1ccc(-c2nnc(Nc3ccc(O)cc3)c3ccccc23)cc1	2.4
O=C(Cc1csc(Nc2ccccc2)n1)NC1CCCC1	-5.2
COCCN(Cc1ccc2c(c1)OCO2)Cc1ccc(C(=O)OC)o1	-5.9
O=C1C=CC(=O)N1c1ccccc1	-6.4
Cc1ccc2[nH]cc(-c3ccc(C(=O)NCCCc4ccccn4)cn3)c2c1	-6.8
CC(=O)N1CCN(C(=O)C2CCC(C(=O)N3CCN(C(C)=O)CC3)CC2)CC1 (configuration not stated)	-1.7
Cc1ncoc1C(=O)N1CCC(Oc2cccc(C(=O)NCc3ccccn3)c2)CC1	-12.4
Cc1c(C)n2c3c(=O)n(CCN4CCCCC4)c(=O)n(C)c3nc2n1-c1ccc(Br)cc1	-7.4
O=C(CC1CCS(=O)(=O)C1)N(Cc1ccc(Cl)c(Cl)c1)C1CC1 (configuration not stated)	-3.9
CCCn1c(N)c(Sc2ccccc2)c(=O)n(CCC)c1=O	-8.8
CCCCCC(=O)N1CC2(C)CN(C(=O)CCCCC)CC(C)(C1)C2=O	-19.1
Cc1ccc(CN(C)CC(=O)N2CCN(C)C3(CCN(C)CC3)C2)cc1	-6.8
COc1ccc(N2C(=O)CSC2c2ccncc2)cc1 (configuration not stated)	-10.9
NC(=O)c1nnc2n1CCN(C(=O)CCc1ccccc1)C2	-8.8
CC1CCN(C(=O)C2Cc3ccccc3O2)c2ccccc2S1 (configuration not stated)	6.7
CCN=c1scc(-c2ccc(C)c(C)c2)n1N=Cc1cccnc1	-27.1
CCOC(=O)C1(C/C=C/c2ccccc2)CCCN(C(=O)CCc2c(C)noc2C)C1 (configuration not stated)	-13.7
CNC(=O)c1cccc(OCc2ccccc2F)c1	-13.5
